High-throughput results: PubChem, Sanford-Burnham Center for Chemical Genomics
GRIN3A LBD mod: modulates the human NR3A ligand-binding domain; NR3A LBD differential scanning fluorimetry, Tm shift; 0% = protein alone, 100% = glycine-bound protein; Tm shift relative to glycine control, % at 25 µM; 2.5% of 340,000 active; AID 1259313;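 active = melting temperature shift of at least 10% of the positive control shift, at one fixed dose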
tim10-1 inh: growth inhibitors of tim10-1 mutant yeast; S. cerevisiae tim10-1 ts strain growth, BacTiter-Glo, 24 h; 2.2% of 330,000 active; inhibition, % at 20 µM;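 active = inhibition of at least 40%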;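 also: mutant grown at 25 °C; 0% = DMSO wells with yeast and 100% = wells holding no yeast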
MPTP block: permeability transition pore inhibition. isolated mouse mitochondria, Ca2+ swelling absorbance, 30 min. inhibition, % at 10 µM. 1.4% of 360,000 active;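 active = inhibition of 50% or more, scaled per plate between neutral and stimulator controls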;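 also: 0% = DMSO wells given calcium and 100% = 1 mM EGTA wells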
TIM10 inh: TIM10 yeast growth inhibition; S. cerevisiae TIM10 strain growth, BacTiter-Glo luminescence, 24 h; 1.4% of 330,000 active; inhibition, % at 10 µM; AID 463195;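 active = inhibition of 40% or more at the single tested concentration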;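 also: wild-type TIM10 isogenic control strain grown at permissive 25 °C; 0% = DMSO yeast wells and 100% = minimal medium wells without yeast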
MIN6 prolif: MIN6 beta-cell proliferation induction | MIN6 cells proliferation, ATPlite luminescence, 48 h; cells starved in 0.2% serum; 100% = growth in 10% serum | proliferation, % at 10 µM | 0.29% of 330,000 active | AID 2380;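 active = compounds whose signal lies at least 3.5 SD above the mean of all wells on their plate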;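 also: 0% = DMSO-treated cells in low-serum medium and 100% = 10% serum control; some compounds called inactive have numbers as strong as hits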
APJ antag: blocks the human apelin receptor APJ; P35414; CHO-K1 APJ beta-arrestin complementation, luminescence; inhibition, % at 20 µM; 0.32% of 330,000 active; AID 2521;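 active = inhibition above about 40% at 20 µM, limit read from the data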;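 also: cells challenged with 10 nM apelin-13 agonist together with compound; plate controls were apelin-13 plus DMSO wells for no effect and DMSO wells lacking apelin-13 for full effect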
Target sequence (P35414 whole entry, looked up): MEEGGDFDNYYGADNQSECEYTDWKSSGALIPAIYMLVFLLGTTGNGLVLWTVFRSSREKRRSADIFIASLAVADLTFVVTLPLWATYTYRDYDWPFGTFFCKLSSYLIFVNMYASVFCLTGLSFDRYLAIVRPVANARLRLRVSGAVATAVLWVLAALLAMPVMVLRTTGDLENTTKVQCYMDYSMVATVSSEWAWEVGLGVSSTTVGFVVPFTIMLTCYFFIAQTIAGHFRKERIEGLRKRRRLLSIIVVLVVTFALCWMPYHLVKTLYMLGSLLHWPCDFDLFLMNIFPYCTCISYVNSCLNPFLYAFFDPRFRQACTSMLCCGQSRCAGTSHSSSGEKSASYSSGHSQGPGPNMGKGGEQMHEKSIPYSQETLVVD
NLRP3 yeast inh: NALP3 inhibition in yeast; inhibition, % at 10 µM; Yeast reconstituted NLRP3/ASC/caspase-1, beta-gal luminescence, 24 h; 0.39% of 330,000 active; AID 2825;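 active = inhibition of 50% or more; inactive = inhibition below 50%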;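 also: plate controls were induced DMSO wells for no effect and uninduced yeast grown without galactose for full effect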
APJ agonist: agonists of human APJ apelin receptor; P35414; CHO-K1 APJ PathHunter beta-arrestin, luminescence; 0% DMSO wells, 100% apelin; activation, % at 20 µM; 0.11% of 330,000 active;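 active = activation more than six SD over the plate average, tested at 20 µM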;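 also: 0% = DMSO alone and 100% = apelin-13 at 10 nM; some results filed as inactive read as strong as hits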
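Test system: CHO-K1 APJ beta-arrestin complementation cell line. Amount: cell density 1000 per well. Controls: DMSO negative, 10 nM Apelin-13 positive. Signal: luminescent beta-gal fragment complementation, chemiluminescent substrate. Read-out basis: agonist-driven arrestin binding to APJ. Timing: compound stimulation 90 min at 25 °C, detection 60 min.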
tim23-1 inh: inhibits growth of tim23-1 mutant yeast; S. cerevisiae tim23-1 growth, BacTiter-Glo luminescence, 24 h; inhibition, % at 20 µM; 1.3% of 330,000 active;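 active = growth inhibition of the mutant yeast at or above 50%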;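 also: temperature-sensitive mutant grown at 25 °C; plate controls were DMSO-treated mutant yeast for no effect and medium wells lacking yeast for full effect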
* hit, by the source's call; . = no result given; & = joins results of further samples; ! = not confirmed by another sample.

SMILES	GRIN3A LBD mod	tim10-1 inh	MPTP block	TIM10 inh	MIN6 prolif	APJ antag	NLRP3 yeast inh	APJ agonist	tim23-1 inh
CCOC(=O)CNC(=O)c1cn(C)c(=O)c2cc(OC)c(OC)cc12	-1	13	0.0	-14	-2	-4	-19	-10	-1
Cc1ccccc1NC(=S)NC(=O)/C=C/c1ccco1	-4	21	-1.7	7	-4	18	26	-4	55*
Cc1cccc(N/C(=N/S(=O)(=O)c2ccccc2)c2ccccc2)n1	2	-3	-2.0	-1	-1	16	13	0	12
Cc1ccc(NC(=O)CSc2cn[nH]n2)cc1	-1	4	0.0	-19	-2	-1	9	-1	-2
CC(C)CNC(=O)COc1ncnc2sccc12	-2	1	-0.3	7	-2	5	-3	-4	-8
O=C(COC(=O)/C=C/c1cccc(Br)c1)Nc1cccc(S(=O)(=O)NC2=NCCC2)c1	-6	4	-0.3	9	0	-3	8	-4	14
O=C(NCC(=O)N(c1ccc2c(c1)OCCO2)C(C(=O)NC1CCCC1)c1ccco1)c1ccco1 (stereo unspecified)	2	22	-0.3	-8	0	-8	2	0	-2
CC(=O)Nc1cc2nc(C)n(Cc3ccccc3[N+](=O)[O-])c2nc1C	7	12	0.6	0	-3	9	18	0	15
COc1ccccc1N1CCN(C2CCCN(C(=O)c3ccsc3)C2)CC1 (stereo unspecified)	-1	10	-0.8	6	1	2	10	-2	8
CCN1CCN(C(=O)Cn2ncc3c([nH]c4ccccc43)c2=O)CC1	0	16	-0.8	-13	-1	5	-5	-5	7
CCOc1ccccc1NC(=O)CCCc1nc2ccccc2c(=O)[nH]1	-2	7	-0.7	1	0	7	-2	-4	18
O=C(COC(=O)c1cc(=O)[nH]c2ccccc12)NC(=O)c1ccccc1	6	18	-0.5	6	-3	0	17	-1	-10
CC(=O)Nc1ccc(S(=O)(=O)Nc2ccc(C(=O)NCC(=O)O)cc2)cc1	2	-15	1.1	0	-2	4	9	-2	-2
Cc1cc(Cl)ccc1NC(=O)CCC(=O)O	-1	9	-0.2	12	0	0	15	-2	3
CCSc1nnc(-c2ccccc2NC(C)=O)c(=O)[nH]1	1	10	0.0	6	-3	11	12	-1	0
O=C1O/C(=C/C(=O)N2CCOCC2)c2ccccc21	1	0	0.4	-15	-1	-21	21	-1	6
Cc1ccc2nc3c(cc(C(=O)NCc4ccco4)c(=N)n3C3CCCC3)c(=O)n2c1	.	-1	-2.6	3	-2	31	3	1	10
CCCC(=O)Nc1nnc(CCOC)s1	-1	13	-0.3	8	2	4	1	-1	5
CCCN1CCN(S(=O)(=O)c2ccc3c(c2)OCCO3)CC1	-2	-4	-5.3	4	-2	20	-5	-2	10
O=c1c2ccccc2c(/C=N/c2ncn[nH]2)c(O)n1Cc1ccccc1	15*!	34	1.9&1.3	26	-4	13	0	0	26
CCOC(=O)CN1C(=O)C(O)(CC(=O)c2cccc(OC)c2)c2ccccc21 (stereo unspecified)	0	10	2.3	4	-2	-3	8	0	0
CC(c1ccccc1)N1CC(C(=O)Nc2nccs2)CC1=O (stereo unspecified)	-2	-2	-1.1	-10	2	4	4	-1	9
O=C(CCC(=O)NCCCc1ccccc1)NCCCc1ccccc1	-1	13	2.0	7	-2	-10	3	0	11
COCC(=O)N1CCC(n2nccc2NC(=O)CCOc2ccccc2)CC1	2	-9	-1.9	-5	1	8	3	-3	7
Cc1nc(-c2ccc(F)cc2)c(CC(=O)NCC(=O)Nc2ccc(F)c(F)c2)s1	-3	3	1.4	0	-1	-8	5	2	-1
Cc1ccc(C)c(C(=O)Cn2c(NCCO)nc3ccccc32)c1	2	19	-0.3	-3	0	13	4	-6	23
COc1ccc(C)cc1CN(C)c1ccc(S(=O)(=O)N2CCN(C)CC2)cn1	-1	9	-1.1	5	-2	-22	21	13	0
C/C(=N/Nc1ccc(Cl)cc1)c1cnnc(-c2ccccc2)n1	10*	1	0.6	18	-3	0	15	0	1
CCCCOC(=O)Cn1c(-c2ccccc2)nc2ccccc2c1=O	2	12	-0.6	5	0	6	9	-2	7
CCCNC(=O)N1CCN(S(=O)(=O)c2ccc3c(c2)OCCO3)CC1	-3	0	-1.2	-5	-1	-31	15	-2	-2
CCOC(=O)c1cnc(SC)nc1Nc1cccc2ccccc12	0	15	1.6	-9	-5	-1	18	-1	26
Cc1cc(-c2ccccc2)nc(SC(C(=O)O)c2ccccc2)n1 (stereo unspecified)	-2	0	-1.6	-7	2	-12	-2	-3	-5
CC(C)NC(=O)NCCCCCCS(C)=O (stereo unspecified)	0	5	-1.3	1	4	-16	19	-6	6
CC1=C(C(=O)NCc2ccco2)C2(CCC(C)CC2)OC1=O (stereo unspecified)	0	-23	-2.0	-21	-4	14	2	-5	2
CCN(CC)c1ccc(NC(=O)CSc2nc(C3CC3)nc3ccccc23)cc1C	2	17	0.0	19	1	-4	18	-2	26
CC(C)(C)NC(=O)Cn1cc(C#N)c2cc(Br)ccc21	2	8	0.2	-3	-3	-12	6	-6	11
CC1(C)CC(=O)C2=C(C1)N=c1s/c(=C/c3ccc(F)c(F)c3)c(=O)n1C2c1ccc(F)cc1 (stereo unspecified)	1	29	-0.8	7	-6	-6	-9	-1	14
COc1ccc(S(=O)(=O)Nc2cccc(S(=O)(=O)N3CCCCC3)c2)cc1	-14	9	-0.8	-4	-3	12	3	-3	28
CCOC(=O)c1c(S(=O)(=O)N2CCc3ccccc32)c(C)n(C)c1C	-3	10	-1.1	17	-1	13	-7	10	16
COc1ccc(Cl)cc1C(=O)NNC(=S)NC(=O)c1cc(-c2ccccc2)nc2ccccc12	6	9	36	16	0	33	2	-6	11
CN(Cc1ccccc1)C(=O)COC(=O)c1ccccc1SCC(=O)N1CCCC1	-2	7	-1.6	2	-4	5	23	9	13
CCN(CCn1cccn1)C(=O)CC1C(=O)NCCN1CCc1ccccc1 (stereo unspecified)	0	-4	-0.5	4	-3	-14	12	2	7
O=C(C1CCC1)N1CCC(c2nc3c(nnn3Cc3c(F)cccc3Cl)c(=O)[nH]2)CC1	-3	1	-3.5	17	1	6	4	-5	13
CC(=O)c1cccc(OCCCOc2cccc3cccnc23)c1	1	22	-0.6	19	-1	-20	30	1	44
CC(C)CN(CC(C)C)C(=O)COn1nnc2ccc(S(=O)(=O)N3CCOCC3)cc21	4	14	0.1	14	-5	9	9	2	27
COc1cccc(CNC(=O)CSc2ccc(-c3cccs3)nn2)c1	-1	23	0.9	7	-1	2	3	2	18
COc1ccccc1CC(=O)N1CCN(S(=O)(=O)c2ccccc2)CC1	0	5	0.5	-7	-3	0	16	-3	4
O=[N+]([O-])c1ccccc1/C=C/C=N/n1c(-c2ccccc2)n[nH]c1=S	-8	42*	1.8	36	-1	5	17	0	29

Entries of single compounds from above. Values in the order: GRIN3A LBD mod | tim10-1 inh | MPTP block | TIM10 inh | MIN6 prolif | APJ antag | NLRP3 yeast inh | APJ agonist | tim23-1 inh
COc1cccc(CNC(=O)CSc2ccc(-c3cccs3)nn2)c1 as listed: -1 | 23 | 0.9 | 7 | -1 | 2 | 3 | 2 | 18
O=[N+]([O-])c1ccccc1/C=C/C=N/n1c(-c2ccccc2)n[nH]c1=S as listed: -8 | 42* | 1.8 | 36 | -1 | 5 | 17 | 0 | 29
CC1(C)CC(=O)C2=C(C1)N=c1s/c(=C/c3ccc(F)c(F)c3)c(=O)n1C2c1ccc(F)cc1 (stereo unspecified) as listed: 1 | 29 | -0.8 | 7 | -6 | -6 | -9 | -1 | 14

(next part)
SMILES	GRIN3A LBD mod	tim10-1 inh	MPTP block	TIM10 inh	MIN6 prolif	APJ antag	NLRP3 yeast inh	APJ agonist	tim23-1 inh
Cc1c(NC(=O)COC(=O)C23CC4CC(CC(Br)(C4)C2)C3)c(=O)n(-c2ccccc2)n1C	-3	12	-0.2	-14	-2	-2	11	2	5
Cc1ccc(Nc2cc(C)nc3c(C)ccc([N+](=O)[O-])c23)cc1	-3	-74	-2.9	17	-3	-1	18	-1	-49
O=C(c1ccccc1F)N(Cc1cccnc1)Cc1cc2cc3c(cc2[nH]c1=O)OCCO3	0	17	-0.8	-5	1	-13	3	0	16
Cc1cc(C(=O)Nc2cccc(C(=O)O)c2)c(C)o1	-1	3	-0.4	1	4	-2	-2	-2	5
CSC1=NCCN1S(=O)(=O)c1ccc2ccccc2c1	-2	16	1.4	0	-3	10	23	-1	21
COc1ccc(CCNC(=O)c2c(N)no[n+]2[O-])cc1OC	0	22	-2.2	9	-2	1	6	-3	14
Cc1ccc2occ(/C=N/O)c(=O)c2c1	1	-20	0.8	-31	-3	-14	29	0	21
CCCCC(=O)Nc1cc(OC)c(NC(=O)C2CCCCC2)cc1OC	-2	18	-0.4	9	0	-8	7	-3	18
O=C1C(=O)N(CCS(=O)(=O)c2ccccc2)c2ccc(Cl)cc21	0	22	0.5	15	-4	-50	14	-4	21
C=CCn1c(N)c(C(=O)Nc2ccccc2)c2nc3ccccc3nc21	13*	36	4.8	16	2	13	19	-6	16
COc1ccc(CC(=O)O/N=C(\N)c2ccc(C)cc2)cc1	0	11	1.6	15	1	-19	16	-5	7
Cc1cc(N)ccc1N=Nc1c(C)n(C)n(-c2ccccc2)c1=O	2	5	-9.3	-1	-3	7	-2	-3	3
COc1ccc(C(=O)NNC2=NC(C)(C)Cc3cc(C)c(C)cc32)cc1	2	-6	-6.4	4	-2	13	13	-2	-10
COC(=O)c1c(NC(=O)c2ccco2)sc2c1CCN(C(C)=O)C2	-1	-17	-0.1	-8	0	15	17	-3	28
O=C(NCc1ccco1)C(=O)NCC1OCCCN1S(=O)(=O)c1ccc(Cl)cc1 (stereo unspecified)	-1	23	-1.1	13	1	7	2	0	17
Cc1[nH][nH]c(=O)c1N=Nc1ccc(Cl)cc1	-2	34	1.2	9	-3	7	7	-4	5
O=C(NC(=S)Nc1ccc(S(=O)(=O)Nc2ccccc2)cc1)C1CC1	1	39	-1.0	30	1	17	-15	-4	22
O=c1c2cc(NC(=S)NC3CCCCC3)ccc2nc2n1CCCCC2	-5	27	-0.1	17	-1	-3	-1	-1	22
O=C(c1cc2ccccc2c(=O)o1)N1CCCCCC1	-1	17	0.3	8	-2	19	13	-4	2
Cc1cccc(N2CCN(C(=S)c3ccccc3)CC2)c1	0	32	4.2	22	-2	-5	-2	-1	22
Oc1ccc(C2=NNC(=NCc3ccc4c(c3)OCO4)SC2)c(O)c1	-11	-15	0.7	32	-3	-7	-3	-2	48
Cc1ccc(C)c(N(CC(=O)NCc2ccccc2)C(=O)c2csnn2)c1	-1	10	-1.2	-8	0	11	10	-1	16
COc1cccc(NS(=O)(=O)c2ccc3[nH]cc(C(=O)NCCC(C)C)c(=O)c3c2)c1	18*	0	-3.0	-10	-5	-26	9	3	11
Cc1ccc(C)c(S(=O)(=O)N2CCN(C(=O)CCNS(=O)(=O)c3ccc(C)c(C)c3)CC2)c1	-1	8	-0.1	6	1	15	16	-1	13
Cc1ccc(C2=NNC3(CCOC(C)(C)C3)S2)cc1 (stereo unspecified)	-4	13	-0.3	13	-4	30	4	-5	0
O=C(CCS(=O)(=O)c1ccc(Br)cc1)N1CCN(c2ccc(Cl)cc2)CC1	1	-10	14	2	-5	-21	36	-6	16
O=C(COC(=O)c1cccc(S(=O)(=O)NCc2ccccc2)c1)NC1CC1	1	-7	0.3	-9	3	-16	8	0	-10
NC(=O)COc1ccc(NS(=O)(=O)Cc2ccccc2)cc1	2	-12	-0.4	-7	-1	-12	20	-3	-6
COc1ccc2ccn(S(=O)(=O)c3ccccc3)c2c1	1	9	1.1	-8	5	10	15	-1	15
CCC(C(=O)NC1CCCC1)N(C(=O)c1snc(C(N)=O)c1N)c1ccc(OC)cc1 (stereo unspecified)	-3	-13	0.5	-3	0	13	18	-2	-2
